MBNL1 CUG block = blocks human MBNL1 binding to CUG repeat RNA. TR-FRET MBNL1-His/biotin-(CUG)12 binding, 665/545 ratio. Potency, µM (titrated, usually from 57.5 µM), for the others: top-dose activity change, negative = inhibition, most hits filed as inhibitors. Q9NR56. AID 2675. 280,000 compounds, 0.036% hits; active means well fitted inhibition curve with a large enough effect in the signal ratio, with a control signal flat, not every such curve was filed as active; inconclusive means small, poorly fitted or top-dose-only effect, or effect the other way, or a change in a side signal; inactive means no such curve, though single readings can be large or run the other way; the % refers to the signal ratio; further: potency means the concentration at half of the fitted maximal effect; on the % scale 0 is the no-effect control and ±100 the full control effect
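TR-FRET readout: Ex 340 nm, 665/545 nm emission ratio, normalized to buffer-only (basal) and MBNL1-(CUG)12 controls. Complex of MBNL1-His with Biotin-(CUG)12, compounds 92 nM–58 uM, incubated 60 min at room temperature.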
Integrin act MD = integrin-mediated muscular dystrophy alleviation activation | alpha7betagal myoblasts, beta-gal FDG fluorescence, 48 h | Potency, µM (highest dose often 38.3 µM), without a hit: top-dose activation, most hits filed as activators | 350,000 compounds, 0.064% hits;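 further: potency means the concentration at half of the fitted maximal effect; 100% = response of the positive control SU9516; nearly all actives have a fitted effect of over 60% in size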
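alpha7betagal+/- myoblasts (passage 13, 250/well) treated 48 h at 37C with compounds at 1:260 dilution of DMSO stock. Lysed, then beta-galactosidase activity read as FDG fluorescence (ex 480/em 540) after 30 min, with pre-read for autofluorescence.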
FBPA coupling cs = inhibits coupling enzyme system, counter-screen for aldolase hits; coupling enzyme system counterscreen, AmpLite Red fluorescence; activity change, negative = inhibition, % at 58.2 µM, hits read low; 290,000 compounds, 0.67% hits; AID 2472; in the data active means activity change below about -30%; further: on the % scale 0 is the no-effect control and ±100 the full control effect
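First, compound is pin-transferred into glyceraldehyde-3-phosphate coupling-enzyme reagent at 57.5 uM final and held 10 min at RT. Next, substrate, coupling system and AmpLite Red are added. After 20 min RT, fluorescence (525/598 nm) is read.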
GALK inh = galactokinase (human) inhibition | P51570 | 270,000 compounds, 0.007% hits | Potency, µM (titrated, usually from 57.5 µM), for the others: at the top dose activity change, negative = inhibition, hits mostly inhibitors | Purified GALK, Kinase-Glo residual ATP luminescence; further: potency means the concentration at half of the fitted maximal effect; on the % scale 0 is the no-effect control and ±100 the full control effect
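Compounds were pin-transferred into ATP buffer (35 uM final), then GALK plus galactose (5 nM, 100 uM final) was added. After 1 h at room temperature, Kinase-Glo Plus was added and luminescence read after 10 min.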
ASM inhibitor = blocks human secretory acid sphingomyelinase; placental ASM, HMU-PC fluorogenic substrate, 60 min; P17405; 340,000 compounds, 0.006% hits; Potency, µM (doses to about 57.5 µM), inactives show top-dose activity change, negative = inhibition, actives largely listed as inhibitors; further: potency means the concentration at half of the fitted maximal effect
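Fluorogenic HMU-PC substrate (9 uM final) is turned over by placental ASM in 60 min at 37 C after a 10 min compound preincubation. Reaction ended by alkaline stop (pH 10), with fluorescence read at 386/447 nm.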
TRPV1 agonist = activates the human vanilloid receptor TRPV1. activation, % at 8.33 µM. Q8NER1. 320,000 compounds, 0.19% hits. AID 540275. TRPV1-expressing cells, Fluo-8 calcium influx, agonist mode; in the data active means activation above about 80%; inconclusive means between about 30% and that limit; further: 0% is about no effect
Target sequence (Q8NER1 whole entry, looked up): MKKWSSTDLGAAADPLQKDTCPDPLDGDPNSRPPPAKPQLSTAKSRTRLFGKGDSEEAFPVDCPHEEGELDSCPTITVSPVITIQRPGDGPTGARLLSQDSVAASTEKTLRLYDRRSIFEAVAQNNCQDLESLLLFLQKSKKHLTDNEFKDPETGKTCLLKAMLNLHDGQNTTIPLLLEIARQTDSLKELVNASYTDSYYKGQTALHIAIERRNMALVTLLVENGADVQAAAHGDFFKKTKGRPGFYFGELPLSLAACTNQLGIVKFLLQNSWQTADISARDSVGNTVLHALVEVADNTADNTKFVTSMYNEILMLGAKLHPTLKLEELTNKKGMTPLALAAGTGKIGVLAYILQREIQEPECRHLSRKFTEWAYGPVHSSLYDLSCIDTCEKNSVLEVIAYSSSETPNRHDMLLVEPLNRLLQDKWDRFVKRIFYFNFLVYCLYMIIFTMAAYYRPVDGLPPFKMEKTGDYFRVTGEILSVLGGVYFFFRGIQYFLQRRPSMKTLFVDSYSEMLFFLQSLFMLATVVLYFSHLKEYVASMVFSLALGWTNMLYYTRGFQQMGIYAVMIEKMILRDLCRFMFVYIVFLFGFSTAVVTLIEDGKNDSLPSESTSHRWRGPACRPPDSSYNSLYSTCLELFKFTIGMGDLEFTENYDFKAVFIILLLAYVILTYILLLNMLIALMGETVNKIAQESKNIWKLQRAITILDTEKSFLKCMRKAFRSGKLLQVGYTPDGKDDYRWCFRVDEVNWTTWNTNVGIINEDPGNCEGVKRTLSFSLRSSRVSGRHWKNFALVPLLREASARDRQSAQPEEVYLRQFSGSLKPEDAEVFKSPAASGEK
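Cells expressing TRPV1 were dye-loaded with Fluo-8 and read kinetically: 10 s baseline, 3 min after compound (agonist portion), then 2 min after EC20 capsaicin (allosteric enhancer portion). Calcium-bound dye fluorescence at 480/520 nm.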
A-T KAP1 phos = potential ataxia-telangiectasia treatment | 320,000 compounds, 0.19% hits | Potency, µM (doses to about 57.5 µM), for inactives: at the highest dose activation, hits mostly activators | […] A-T fibroblasts, KAP-1 phosphorylation AlphaLISA; neocarzinostatin DNA damage 30 min before lysis; further: potency means the concentration at half of the fitted maximal effect; % of control where 0% means no effect; nearly all actives have a fitted effect of over 45% in size
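hTERT-immortalized A-T patient fibroblasts ([…]), 500 cells/well in OPTI-MEM, 1% FBS, got compounds for 60 min, then NCS for 30 min at 37C. Lysates were then assayed for phospho-KAP-1 by AlphaLISA (anti-pKAP1 donor, anti-KAP1 acceptor beads), 6 hr at 25C.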
MLL CXXC-DNA inh = blocks binding of human MLL CXXC domain to DNA; Q03164; MLL-CXXC / FITC-HOXA9 DNA fluorescence polarization; Potency, µM (doses to about 115 µM), inactives show top-dose activity change, negative = inhibition, most hits filed as inhibitors; 290,000 compounds, 0.037% hits; active means well fitted inhibition curve with a large enough effect in the polarisation, with a control signal flat, not every such curve was filed as active; inconclusive means small, poorly fitted or top-dose-only effect, or effect the other way, or a change in a side signal; inactive means no such curve, though single readings can be large or run the other way; the % refers to the polarisation; further: potency means the concentration at half of the fitted maximal effect
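Steps: dispense CXXC domain solution (7 uM) → pin compounds or unlabeled HOX-A9 DNA control → 5 min ambient → add FLSN-HOX-A9 solution (50 nM) → spin → 30 min ambient → fluorescence polarization. Tris pH 7.5/NaCl/DTT/BSA buffer.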
KCNH2 3.1 block = KCNH2 3.1 (human) potassium channel inhibition. U2OS KCNH2 3.1, thallium flux FluxOr; active compounds read low. activity change, % (tested at about 1.8 µM). 340,000 compounds, 0.95% hits;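 active means maximum activity change below -70%; inconclusive means maximum activity change from -70% to -50%; inactive means maximum activity change above -50%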;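 further: thallium influx rate constant from kinetic fluorescence after stimulation buffer; on the % scale 0 is the no-effect control and ±100 the full control effect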
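U2OS cells transduced with KCNH2 3.1 mutant virus (1.77 x 10^8 /mL, 4 h), plated overnight at 37 C, loaded 45 min with FluxOr dye plus Red40 quencher. Thallium flux rate constant from kinetic reads after stimulation buffer, normalised to controls.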
KCNH2 WT inh = blocks the wildtype human KCNH2 potassium channel; Q12809; U2OS, BacMam KCNH2, thallium flux FluxOr; active compounds read low; activity change, % at 1.84 µM; 340,000 compounds, 0.37% hits;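 active means maximum activity change below -70%; inconclusive means maximum activity change between -70% and -50%; inactive means maximum activity change above -50%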; further: on the % scale 0 is the no-effect control and ±100 the full control effect
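U2OS cells transduced with wild-type KCNH2 virus are loaded with FluxOr dye for 45 min, and thallium flux is measured in kinetic reads before and after stimulation buffer. Rate constants are normalized to DMSO controls.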
* marks the source's active call; other numbers are inactive results; i = inactive; ? = inconclusive; / = not tested or not shown; & = joins results of further samples; [ ] = another dose, or the depositor's remark. Unless noted, the call rests on the fitted dose curve; in most records, active means well fitted curve in the direction sought with a large enough effect; inconclusive means small, poorly fitted or top-dose-only effect, or another doubt; inactive means no such curve, though single readings can be large; an effect the other way counts as inactive or inconclusive.

SMILES	MBNL1 CUG block	Integrin act MD	FBPA coupling cs	GALK inh	ASM inhibitor	TRPV1 agonist	A-T KAP1 phos	MLL CXXC-DNA inh	KCNH2 3.1 block	KCNH2 WT inh
Cc1cc(C(=O)N2CCCC(Nc3ccc(C(C)C)cc3)C2)nn1C (configuration not stated)	-2%	-45%	1	1%	6%	?	0%	-5%	13	-2
CCOc1cc(-c2nc(C)c(C(C)=O)n2O)ccc1OCC(=O)Nc1cccc(C)c1	5%	-21%	4	11%	-4%	-1	-4%	11%	9	-1
Cc1nn(-c2ccccn2)c2c1C(=O)CC(C)(C)C2Br (configuration not stated)	/	15%	-3	-1%	0%	14	2%	4%	-4	-3
Cc1ccc(C)c(-n2cc(CN3CCCN(C=O)CC3)c(-c3ccccc3)n2)c1	-5%	19%	5	4%	-2%	?	-5%	-20%	2	6
COC(=O)c1ccc(Oc2ccc3nncn3n2)cc1	7%	15%	2	1%	1%	1	-5%	-2%	3	4
Cc1ccc(-n2c([O-])nc(-[n+]3ccccc3)c2C=O)cc1	?	12%	-5	-4%	2%	2	5%	21%	8	-17
Cc1cc(N2CCOCC2)nc2ccc(NC(=O)CCC(=O)N3CCN(c4ccc(F)cc4)CC3)cc12	-8%	0%	1	-1%	/	4	-2%	-5%	-5	-1
CS(=O)(=O)N(CC(=O)NCCSCc1ccco1)c1ccc(Cl)cc1	2%	-18%	0	-1%	2%	2	1%	-6%	20	11
CCOC(=O)c1ccc(NC(=S)N(CCCN2CCCC(C)C2)Cc2ccco2)cc1 (configuration not stated)	-7%	-9%	-1	0%	0%	13	-15%	-1%	-35	28
CCOc1ccc(CNC(=O)C2Cc3cc(S(=O)(=O)N4CCCC4)ccc3N2C(C)=O)cc1 (configuration not stated)	0%	32%	/	1%	-1%	1	3%	10%	3	15
O=C(COC(=O)C1CC1)Nc1nc(-c2ccc(F)c(F)c2)cs1	/	8%	/	/	1%	27	-3%	/	-8	-6
Cc1cccc(NS(=O)(=O)c2nnc(NC(=O)c3ccc(C)c(C)c3)s2)c1	1%	-1%	15	/	-1%	4	-4%	-20%	1	-12
O=[N+]([O-])c1cccc(CNC2CCCCCC2)c1	23%	5%	0	-3%	-4%	2	5%	13%	-1	6
CCC(C)(C)n1nnnc1C(c1cc(OC)ccc1OC)N1CCN(Cc2ccccc2)CC1 (configuration not stated)	?	-10%	-4	0%	1%	0	-2%	-6%	4	10
CCc1cc(C(=O)N2CCCC(Nc3ccc(F)c(F)c3)C2)n(C)n1 (configuration not stated)	-2%	18%	-2	-2%	-3%	?	1%	-1%	6	-20
O=C(CCS(=O)(=O)c1ccccc1)NCc1ccccc1	-5%	35%	/	3%	1%	0	6%	-7%	-3	8
CCCCN(CCCC)CC(O)CN(c1cc([N+](=O)[O-])ccc1OC)S(=O)(=O)c1ccccc1 (configuration not stated)	32%[activator]	-58%[inhibitor]	3	-1%	1%	5	-3%	-4%	-8	5
Cc1nn(C(C)C(=O)O)c(=O)c2ccccc12 (configuration not stated)	-4%	34%	5	-1%	3%	-3	7%	-7%	-4	-13
CC(C)CNC(=O)CSc1nc2scc(-c3ccccc3)c2c(=O)[nH]1	-8%	0%	9	0%	-1%	-3	-3%	-3%	-1	9
CCOc1cc(/C=N/NC(=O)COc2ccc(C)cc2)ccc1OC(=O)c1cccs1	-15%	23%	-3	-3%	-15%	/	2%	18%	-12	-2
Cc1ccc(C(=O)OCc2nnc(-c3ccccc3)o2)cc1S(=O)(=O)N1CCOCC1	/	4%	/	/	/	4	3%	/	-5	2
COc1cccc(/C=N/N2C(=O)CSC2=S)c1O	?	-17%	-1	/	-1%	3	0%	-3%	12	-4
COc1cc(OC)c2ccc(=O)oc2c1C(CCN1CCCC(C)C1)c1ccc2c(c1)OCO2 (configuration not stated)	12%	-12%	4&3	2%	2%	6	-16%	26%	/	/
C=C(C)CN(CC)C(=O)CN1C(=O)NC2(CCCc3ccccc32)C1=O (configuration not stated)	5%	?	/	-3%	0%	-1	8%	26%	11	-6
Cn1c(CN2CCOCC2)nnc1SCC(N)=O	-2%	4%	3	3%	7%	12	-6%	1%	15	-6
Continued.
SMILES	MBNL1 CUG block	Integrin act MD	FBPA coupling cs	GALK inh	ASM inhibitor	TRPV1 agonist	A-T KAP1 phos	MLL CXXC-DNA inh	KCNH2 3.1 block	KCNH2 WT inh
COc1ccc(C(=S)N2CCC(C(N)=O)CC2)cc1Br	-3%	-20%	6	14%	-3%	3	-3%	3%	0	-3
Cc1ccc(-n2[nH]c(C)c(C=Nc3ccc(C)cn3)c2=O)cc1	8%	-6%	2	-3%	-3%	-1	-2%	-6%	-5	0
Cc1ccc(S(=O)(=O)N2CCC(NC(=O)c3cccc(F)c3)CC2)cc1	-4%	6%	0	0%	2%	0	5%	16%	1	31
CC(C)CC1Nc2ncnc(N3CCN(c4ccccn4)CC3)c2N(Cc2ccc(Cl)cc2)C1=O (configuration not stated)	/	6%	/	/	4%	/	-6%	/	9	-41
CC1CCN(CCC(=O)Nc2ccc3c(c2)OCCO3)CC1	-8%	/	-1	-1%	/	-2	1%	0%	/	/
COC(=O)c1[nH]c2c(c1C)C(=O)CC(c1ccc(C)cc1)C2 (configuration not stated)	-3%	-2%	2	1%	2%	4	/	0%	1	3
NS(=O)(=O)c1ccc(N2N=C(c3ccccc3)CC2c2cccc(F)c2)cc1 (configuration not stated)	36%[activator]	-23%	1	-3%	i	11	40µM*	3%	-11	-7
Cc1ccc(CC(=O)Nc2nccs2)cc1	8%	-22%	9	7%	0%	-3	-2%	6%	-45	-2
Cc1cc2ccccc2n1CCNCc1c(C(=O)N2CCOCC2)nc2ccccn12	0%	-10%	-6	0%	3%	1	-5%	3%	4	-14
NC(=O)C1CCN(c2ccc([N+](=O)[O-])cc2Cl)CC1	?	16%	3	9%	-6%	?	-3%	-7%	-5	-3
C[C@H]1C(=O)N(C)CCN1C(=O)c1cccc(OC2CCN(CC(C)(C)C)CC2)c1	1%	5%	/	6%	0%	-1	-2%	5%	7	-3
COc1cc2[nH]c(=O)n(CCCCCC(=O)N3CCN(c4ccccc4)CC3)c(=O)c2cc1OC	-5%	22%[7.66 µM]	0	0%	-1%	0	-10%	2%	24	-1
COc1ccc(N2CC(C(=O)Nc3ccc(F)cc3F)CC2=O)cc1 (configuration not stated)	-3%	-13%	-1	2%	2%	10	-3%	1%	9	15
O=C(NCc1ccncc1)c1cncc(Br)c1	-3%	2%	0	-1%	0%	16	10%	-4%	0	9
O=C(c1c[nH]c2ccc(F)cc2c1=O)N1CCCCCC1	?	14%	2	0%	6%	2	/	7%	-10	-1
CN1CCN(C(=O)/C(C#N)=C/c2ccc(F)cc2)CC1	/	8%	4	0%	2%	-4	-9%	-3%	14	1
O=C(c1ccccc1-c1nc(-c2ccccc2)no1)N1CCCC1	-4%	11%	5	1%	-7%	0	3%	1%	-5	0
c1ccc(OCc2nn3c(-c4ccncc4)nnc3s2)cc1	-12%	10%	-2	3%	2%	-2	20%	-11%	-11	24
CN1CCN(C(c2ccc(F)cc2)c2ccc3cccnc3c2O)CC1 (configuration not stated)	/	-29%	/	/	2%	/	/	/	-5	-3
C=CC[C@H](CC(=O)NCCO)C(=O)N[C@@H](COC(=O)[C@@H](CC=C)Cc1ccc(F)cc1)Cc1ccccc1	/	-7%	/	/	3%	/	-3%	/	-1	-9
O=C1NC(c2ccccc2)Cc2ccncc21 (configuration not stated)	/	-26%	/	/	-2%	/	/	/	-11	3
CC1(c2nnc(-c3ccccc3)o2)CC(c2ccncc2)=NO1 (configuration not stated)	-4%	0%	7	-2%	2%	11	39%	-1%	-2	-11
CCOC(=O)CSc1nc2c(sc3ccc([N+](=O)[O-])cc32)c(=O)n1Cc1ccco1	16%	-23%	4	0%	/	3	-20%	-1%	-33	-2

Rewritten with two lines to a compound: part of the list above
Values in the order: MBNL1 CUG block	Integrin act MD	FBPA coupling cs	GALK inh	ASM inhibitor	TRPV1 agonist	A-T KAP1 phos	MLL CXXC-DNA inh	KCNH2 3.1 block	KCNH2 WT inh
CN1CCN(C(=O)/C(C#N)=C/c2ccc(F)cc2)CC1
    /	8%	4	0%	2%	-4	-9%	-3%	14	1
O=C(c1ccccc1-c1nc(-c2ccccc2)no1)N1CCCC1
    -4%	11%	5	1%	-7%	0	3%	1%	-5	0
c1ccc(OCc2nn3c(-c4ccncc4)nnc3s2)cc1
    -12%	10%	-2	3%	2%	-2	20%	-11%	-11	24

Screening results: PubChem, National Center for Advancing Translational Sciences (NCATS)
